# Source: PubChem (The Scripps Research Institute Molecular Screening Center)
# PLCg1 inh – inhibitors of human phospholipase C gamma1; purified PLC-gamma1, fluorogenic substrate, fluorescence; P19174; inhibition, % at 12.2 µM; AID 720700; actives 0.84% (n = 370,000); in the data active = inhibition above about 9.5%
# MBD2 DNA inh – MBD2-methylated oligo binding inhibition | TR-FRET, MBD2 binding to methylated oligonucleotide | inhibition, % at 4.4 µM | actives 0.31% (n = 370,000); in the data active = inhibition above about 13%
# ARFGAP1 inhibitor – inhibitors of rat ARFGAP1; Q62848; Arfgap1-stimulated ARF1 GTP hydrolysis, GDP FP detection; inhibition, % at 16.5 µM; actives 0.26% (n = 360,000);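 active = inhibition above a per-plate limit, mean inhibition of low control wells plus 3 SD, cut at about 25% in these data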;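 also: 0% = DMSO wells with enzyme and 100% = wells lacking Arfgap1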
#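 Assay system: Rat Arfgap1 GAP domain (His6, aa 1-136), purified enzyme | Buffer or medium: HEPES 25 mM pH 7.5, NaCl 150 mM, MgCl2, DTT | Schedule: GTP hydrolysis reaction 2 h at 25 °C | Signal: FP of antibody-bound GDP Alexa 633 tracer, ex 620/em 688 nm | Measure: Percent inhibition of Arfgap1-stimulated GTP hydrolysis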
# ADAM17 inh – ADAM17 inhibition, QFRET primary screen; recombinant ADAM17, EDANS/DABCYL FRET peptide cleavage; inhibition, % at 6.95 µM; actives 0.83% (n = 370,000); P78536;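 active = inhibition above the mean of compounds lying between control limits plus 3 SD, set per campaign, cut at about 8.5% in these data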;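 also: 0% = DMSO-only wells as the low control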
# UHRF1 MBD2 ctr – blocks human UHRF1 binding to methylated DNA; Q96T88; UHRF1 binding to methylated oligo, TR-FRET; inhibition, % at 4.4 µM; actives 0.75% (n = 370,000); AID 687016; in the data active = inhibition above about 21%;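 also: UHRF1 SRA domain binding a hemimethylated CpG hairpin DNA probe; 0% = median of test compound wells and 100% = reference inhibitor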
# Target sequence (Q96T88 whole entry, looked up, the tested form may be a part): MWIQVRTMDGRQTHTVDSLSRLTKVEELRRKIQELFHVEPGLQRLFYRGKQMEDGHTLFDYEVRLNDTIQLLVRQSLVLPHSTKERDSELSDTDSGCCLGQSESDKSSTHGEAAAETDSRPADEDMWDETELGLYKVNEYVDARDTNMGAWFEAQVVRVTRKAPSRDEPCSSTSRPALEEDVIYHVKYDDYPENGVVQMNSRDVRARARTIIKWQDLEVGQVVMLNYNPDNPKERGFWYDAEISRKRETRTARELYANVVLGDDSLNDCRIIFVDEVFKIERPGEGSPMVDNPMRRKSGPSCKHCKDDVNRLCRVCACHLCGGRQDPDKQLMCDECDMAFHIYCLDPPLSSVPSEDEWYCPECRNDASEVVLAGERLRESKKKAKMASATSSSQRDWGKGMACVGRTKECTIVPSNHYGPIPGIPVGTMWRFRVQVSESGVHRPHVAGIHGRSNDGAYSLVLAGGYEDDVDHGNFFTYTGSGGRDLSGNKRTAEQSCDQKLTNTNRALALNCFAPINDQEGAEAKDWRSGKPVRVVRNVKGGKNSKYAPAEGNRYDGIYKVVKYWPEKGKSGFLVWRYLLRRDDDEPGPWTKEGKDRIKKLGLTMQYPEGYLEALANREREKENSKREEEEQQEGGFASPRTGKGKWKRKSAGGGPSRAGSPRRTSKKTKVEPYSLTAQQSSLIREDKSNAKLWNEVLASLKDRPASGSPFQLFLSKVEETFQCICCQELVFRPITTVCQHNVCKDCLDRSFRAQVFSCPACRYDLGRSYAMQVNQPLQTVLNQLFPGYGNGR
# DDE Tn6 FP inh – inhibitors of Tn6 peptide binding to human fibrin DD(E). actives 0.21% (n = 370,000). Fibrin DD(E) TRITC-Tn6 fluorescence polarization displacement. inhibition, % at 8.3 µM. P02675;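 active = inhibition above a per-campaign cutoff: mean of compounds within control limits plus 3 SD, cut at about 15% in these data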;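 also: 0% = median of all compound wells on the plate and 100% = blocking peptide control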
# ASAP1 GAP inh – blocks human ASAP1-stimulated Arf1 GTP hydrolysis. GDP FP detection. actives 0.19% (n = 360,000). Q9ULH1. AID 624377. inhibition, % at 16.5 µM; in the data active = inhibition above about 25%;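 also: 0% = vehicle with enzyme and substrate and 100% = no enzyme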
# Tn7 DDE FP – disrupts Tn7 cyclic peptide binding to fibrin D-Dimer-E complex. P02675. FP displacement of FITC-Tn7 peptide from fibrin DD(E); 0% = median of compound wells per plate. inhibition, % at 8.3 µM. actives 0.13% (n = 370,000);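 active = inhibition above the mean of compounds falling within the control limits plus 3 SD of them, cut at about 14% in these data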;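 also: 0% = plate median of compound wells and 100% = 10 µM Aha-Tn7 peptide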
#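 Test system: human clot-derived fibrin DD(E) complex / Quantity: 2 µM final DD(E) protein / Incubation: 10 min plus 3 h, room temperature / Measured by: fluorescence polarization / Benchmarks: high control of 10 µM Aha-Tn7 peptide / Replicates: singlicate testing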
# proKLK7 act – activators of human kallikrein-7 zymogen | actives 0.9% (n = 370,000) | purified proKLK7, EDANS-DABCYL substrate fluorescence; 100% is mature enzyme control, 0% vehicle | activation, % at 7 µM;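 active = activation above the mean of all tested compounds plus 3 SD, computed per campaign excluding outliers beyond control limits, cut at about 13% in these data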
# Target sequence (P49862 whole entry, looked up): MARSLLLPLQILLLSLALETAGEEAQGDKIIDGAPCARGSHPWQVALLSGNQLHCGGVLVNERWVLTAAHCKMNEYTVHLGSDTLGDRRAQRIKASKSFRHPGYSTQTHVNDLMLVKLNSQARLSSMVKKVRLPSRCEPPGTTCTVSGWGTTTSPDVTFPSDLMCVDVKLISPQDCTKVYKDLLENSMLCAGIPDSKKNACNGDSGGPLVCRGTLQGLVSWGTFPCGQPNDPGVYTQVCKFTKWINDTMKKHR
# PLC-beta3 inh – inhibitors of human phospholipase C beta3; Q01970; Purified PLC-beta3, fluorogenic substrate, fluorescence; inhibition, % at 12.2 µM; actives 0.18% (n = 370,000); in the data active = inhibition above about 11%;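 also: 0% = median of compound wells on plate and 100% = full blocker control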
# An asterisk follows results filed as active; i = inactive; x = not tested or not shown.
SMILES,PLCg1 inh,MBD2 DNA inh,ARFGAP1 inhibitor,ADAM17 inh,UHRF1 MBD2 ctr,DDE Tn6 FP inh,ASAP1 GAP inh,Tn7 DDE FP,proKLK7 act,PLC-beta3 inh
COc1ccc(N(CC(=O)NC2CCCCCC2)S(=O)(=O)c2ccc(C)cc2)cc1OC,1,2,-2,1,-2,0,7,3,0.2,0
CCOC(=O)Cc1csc(NC(=O)CSc2nnnn2-c2ccc(C)c(C)c2)n1,0,1,5,-3,2,-5,1,-8,1.0,-1
CC1CCCCN1C(=O)COc1ccc(NC(=O)c2ccco2)cc1 (stereo unspecified),4,-1,8,0,12,-5,1,-2,0.1,2
S=C(NCc1ccc2c(c1)OCO2)NC1CCN(Cc2ccccc2)CC1,1,0,5,1,-3,-6,0,1,0.2,-8
COc1ccccc1NC(=S)N1CC(C)(C)C1=O,6,-5,18,-1,-1,-4,-1,-2,-0.1,-1
Cn1nc(C(C)(C)C)cc1C(=O)N1CCCCC1c1cc(C(=O)Nc2ccccc2)no1 (stereo unspecified),0,6,1,3,-1,0,-18,-5,0.5,6
COCCCN1C(=O)C(CC(=O)NC2CC2)CC(C(=O)N2CCOCC2)=C1C (stereo unspecified),5,-4,-3,2,-2,8,-1,3,-0.5,5
COC(=O)[C@H]1C[C@@]2(N3CCCC3)c3ccccc3N[C@H]2N1S(=O)(=O)c1ccc([N+](=O)[O-])cc1,2,2,x,0,-1,3,x,2,-0.3,0
COC(=O)C1=NNC2C(=O)N(C3CCCCC3)C(=O)C12 (stereo unspecified),2,11,0,-9,26*,-6,2,-3,0.1,-6
CN(C)/N=C/c1c(O)ccc2ccccc12,-2,-1,-3,-3,-3,0,11,5,-0.1,-6
CC(C)(C)C(=O)Nc1ccnn1C1CCN(C(=O)c2cccc(Cl)c2)CC1,3,3,0,1,-1,-3,5,0,-0.5,0
CC(=O)N1CCN(CC(O)COc2ccc(OCc3ccccc3)cc2)CC1 (stereo unspecified),2,-4,3,-4,-1,1,16,4,-0.4,-1
CC(C)OCCCN1CC(=O)N2C(c3ccccc3)c3[nH]c4ccccc4c3C[C@H]2C1=O (stereo partly specified),0,4,4,-5,0,8,-3,0,6.0,-5
O=C(NCCCN1CCCCC1)C1CC(=O)N(CCc2ccccc2)C1 (stereo unspecified),10*,-2,-6,0,0,13,-7,-8,0.4,-5
COc1ccc(N(CC(=O)NCCSc2ccccc2)S(=O)(=O)c2ccccc2)cc1,1,-2,19,4,0,-3,-7,-5,0.4,-4
COc1ccc(S(=O)(=O)NC(=O)C2(C)CCN2C(=O)C2CC2)cc1 (stereo unspecified),2,4,5,-3,1,1,10,-6,0.1,2
CSc1ncc(CN2CCN(C(C)C)C(CCO)C2)cn1 (stereo unspecified),1,-1,-5,-6,-1,-6,13,-3,-0.5,-5
NC(COCc1ccccc1)c1csc(NC(=O)Nc2cccc(Cl)c2)n1 (stereo unspecified),3,2,19,1,-1,-8,0,-8,-0.1,2
COc1cc(NS(=O)(=O)c2ccc(NC(=O)COc3cccc(C)c3)cc2)nc(OC)n1,1,4,-5,-2,4,-2,9,11,-0.2,-10
COC(=O)c1cc2sc(Cl)cc2n1CC(=O)NCCC(C)C,2,-4,4,-1,1,-5,-2,-3,-0.2,2
CC(C)(CO)NS(=O)(=O)c1ccc2c(c1)oc(=O)c1cc(S(=O)(=O)NC(C)(C)CO)ccc12,-2,-1,19,-1,0,-1,9,-3,2.7,-4
COC(=O)C1=C(C)OC(N)=C(C#N)C1c1ccc(OC)c(CSc2ccccn2)c1 (stereo unspecified),-19,-6,15,-5,-2,-1,13,-11,-0.8,-25
COC(=O)/C=C1\OCc2c(F)cccc21,-1,-5,3,-4,-3,-1,3,-1,-0.8,0
COCc1cc(C)n(CC(=O)Nc2cccc(C)c2)c(=O)c1C#N,-6,4,-11,-27,1,4,4,1,-0.4,-11
CCN(C(=O)CCc1nc(-c2ccccc2F)no1)c1cc(OC)ccc1OC,1,3,7,-1,2,6,7,0,-0.1,-1
CCCCN(C)CCCNC(=O)c1cc(-c2cccs2)nc2ccccc12,-448,-7,-7,-472,-8,12,-5,8,48*,i
O=S(=O)(CC1NCc2cc(F)ccc21)NCc1ccc(F)cc1 (stereo unspecified),-4,-9,x,-3,-4,1,x,0,0.0,-5
CCOc1ccc(CN(C(=O)c2cc3ccccc3oc2=O)C2CC2)cc1,-2,0,1,1,-1,0,0,7,-0.3,1
CC1(C)CC(=O)C(CC(=O)Nc2cc(C(F)(F)F)ccc2Cl)C(=O)C1,-1,0,9,1,-2,-10,4,1,0.2,-4
CC(/C=C/c1ccc2c(c1)OCO2)=N/NC(=O)CNc1ccc(C)cc1,-23,-6,10,-5,-4,-1,18,-6,-1.5,-22
O=C(CN1C(=O)COc2ccccc21)c1cccc(Cl)c1,-1,2,-7,-4,2,0,-4,-5,-0.5,-2
CC(OC(=O)Cc1ccccc1F)C(=O)Nc1ccc(Cl)cn1 (stereo unspecified),-1,-6,-7,4,-2,6,-3,2,-0.1,-8
CC(=O)Nc1ccc(S(=O)(=O)NCCNC(=O)c2ccccc2F)cc1,0,3,5,2,6,10,-20,1,-0.4,4
COc1ccc(/C=N/NC(=O)CCC(=O)Nc2ccc(Br)cc2)c(OC)c1,2,7,-9,-2,2,-7,8,-4,0.6,-6
CC(=O)c1c(C)[nH]c(C(=O)COC(=O)CCSc2ccccc2)c1C,0,4,-16,-2,-2,-4,9,-3,-0.1,-1
COC(=O)CCCC1=CC2=CC(=O)C(C)(OC(=O)c3cccs3)C(=O)C2=CN1c1ccc(OC)cc1 (stereo unspecified),-12,-4,6,-1,-7,6,-8,4,0.7,-15
Cc1cc(=O)[nH]c(SCC(=O)Nc2nc(-c3ccccc3)c(-c3ccccc3)o2)n1,-48,4,-12,-11,6,-8,12,-5,1.0,-83
CC(C)n1c(CNC(=O)c2ccccc2F)nnc1SCC(=O)c1ccc(F)cc1,-6,-2,-5,1,-5,-1,-7,-4,0.4,-14
CO/N=C/C(C#N)=C/c1ccc(OC)c(OC)c1,-2,-3,3,-2,0,9,6,-6,0.2,-1
CCCN1CCN(CCCNC(=O)c2cc3c(s2)-c2ccccc2OC3)CC1,i,-3,12,i,-5,-4,-18,-5,38*,i
COc1cc(O)c(C(CCN2CCCCC2)c2ccc(N(C)C)cc2)c(OC)c1 (stereo unspecified),-1,-4,5,-6,0,-9,-1,-2,-0.8,0
COc1ccc(-c2[nH]ncc2CN2CCN(C3CCCCC3)C(=O)C2)cc1F,-2,3,-1,-6,-1,1,-6,7,0.4,-10
CCOC(=O)C1C(=O)C(=O)N(C2CCCCC2)C1C(=O)OCC (stereo unspecified),5,-5,8,0,-4,0,5,-7,0.4,2
CN(C(=O)c1cccc(NC(=O)Cc2ccc(NC(=O)C3CCCN(C(=O)c4ccccc4)C3)cc2)c1)C1CC1 (stereo unspecified),0,5,7,-3,-1,1,-3,3,0.1,-4
CCOc1ccc(OCCC(=O)N(CC(=O)Nc2ccccc2C(F)(F)F)Cc2ccco2)cc1,-4,-7,2,2,0,-5,10,0,0.4,-9
COCc1ccc(C(=O)N(C)CC2CCCN(CCc3ccc(Cl)cc3)C2)o1 (stereo unspecified),-1,3,8,-6,3,-2,-5,-5,0.1,-6
Cc1cccc(C)c1NC(=O)CN(C)C(=O)C1CCN(c2ncnc3sc(C)c(C)c23)CC1,-1,0,2,-1,0,-6,-11,-4,0.6,-8
O=C1Nc2cc(Cl)c(Cl)cc2N(O)N1c1ccccc1,-2,5,-2,-4,1,-4,-10,8,-0.8,-3
Cc1cccc(/C=C2/SC(=O)N(Cc3ccccc3Cl)C2=O)n1,3,0,-8,6,1,3,1,-6,0.5,2
OCCC1CN(Cc2cnc(-c3ccc(Cl)cc3)nc2)CCN1C1CCCC1 (stereo unspecified),0,1,-3,-3,-1,8,-6,12,0.1,-7
CSc1nsc(SCc2ccc(F)cc2)n1,-3,0,4,-4,1,-1,-9,-4,-0.3,2
Cc1noc(C)c1S(=O)(=O)Nc1ccc(O)c2c(=O)cc(-c3ccccc3Cl)oc12,1,2,-1,2,-2,-2,-5,-5,0.4,-2
CSc1nsc(SCC(=O)Nc2ccccc2C(=O)O)n1,-6,-7,7,-6,1,-1,1,-3,-0.3,-10
CCOC(=O)c1c(NC(=O)c2nn(C)cc2[N+](=O)[O-])sc(C)c1C,1,-4,6,1,-2,-11,13,-4,-0.6,-5
CCCC(c1nnnn1CC1CCCO1)N1CCN(c2cc(Cl)ccc2C)CC1 (stereo unspecified),8,3,3,4,20,-5,0,4,0.1,0
Cc1ccc(-n2nc3c(c2NC(=O)c2ccco2)CS(=O)(=O)C3)c(C)c1,3,2,6,1,-1,1,-4,-3,0.5,-6
CCc1ccc(NC(=O)C(=O)NNC(=O)c2cccc(OC)c2)cc1,-2,0,7,1,-3,-1,5,2,-0.3,-5
CCOC(=O)N1CCc2c(sc3nc4n(c(=O)c23)N=C(c2ccc(OC)cc2)CS4)C1,-15,-7,11,-3,-1,0,-7,3,0.1,-16
O=C(O)c1cc2c(cc1NC(=O)C1CCCC1)OCCO2,-2,4,-2,-3,-1,-3,13,-3,0.4,-4
O=C1CC(C(=O)O)S/C(=N\N=C\c2ccc(Br)cc2)N1 (stereo unspecified),-1,-9,1,2,-2,-3,-18,-5,0.6,-8
Cc1ccc2c(c1)Sc1ccccc1CC2=O,-18,0,-3,1,-1,-7,-2,-9,-2.3,-25
Cc1ccc(S(=O)(=O)NCC(=O)NCC(=O)OCc2c(F)cccc2Cl)cc1,5,2,7,2,0,1,-8,-5,-0.5,2
CCn1cc(C(=O)NCCCN2CCC(C)CC2)c(=O)c2cc(S(=O)(=O)N3CCOCC3)ccc21,0,3,9,1,1,5,7,3,-1.2,-6

# In the list so far, three have a COOH group:
SMILES,PLCg1 inh,MBD2 DNA inh,ARFGAP1 inhibitor,ADAM17 inh,UHRF1 MBD2 ctr,DDE Tn6 FP inh,ASAP1 GAP inh,Tn7 DDE FP,proKLK7 act,PLC-beta3 inh
CSc1nsc(SCC(=O)Nc2ccccc2C(=O)O)n1,-6,-7,7,-6,1,-1,1,-3,-0.3,-10
O=C(O)c1cc2c(cc1NC(=O)C1CCCC1)OCCO2,-2,4,-2,-3,-1,-3,13,-3,0.4,-4
O=C1CC(C(=O)O)S/C(=N\N=C\c2ccc(Br)cc2)N1 (stereo unspecified),-1,-9,1,2,-2,-3,-18,-5,0.6,-8

# Gathered by group: those above with a nitro group on carbon
SMILES,PLCg1 inh,MBD2 DNA inh,ARFGAP1 inhibitor,ADAM17 inh,UHRF1 MBD2 ctr,DDE Tn6 FP inh,ASAP1 GAP inh,Tn7 DDE FP,proKLK7 act,PLC-beta3 inh
COC(=O)[C@H]1C[C@@]2(N3CCCC3)c3ccccc3N[C@H]2N1S(=O)(=O)c1ccc([N+](=O)[O-])cc1,2,2,x,0,-1,3,x,2,-0.3,0
CCOC(=O)c1c(NC(=O)c2nn(C)cc2[N+](=O)[O-])sc(C)c1C,1,-4,6,1,-2,-11,13,-4,-0.6,-5
